# H9c2 TAG inh: inhibitors of triacylglycerol accumulation. actives 0.66% (n = 230,000). inhibition, % at 12.5 µM. H9c2 cells, Nile Red lipid (TAG) fluorescence; cells loaded with 200 µM oleic acid. AID 651582;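 active = pattern-corrected inhibition of lipid staining of at least 50% with the nuclear-stain viability signal not falling by more than 50%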;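 also: 0% = DMSO wells and 100% = triacsin C control wells; some results filed as inactive read as strong as hits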
# H9c2 TAG inh DAPI viability: further read-out of H9c2 TAG inh, marked with its call; DAPI nuclei signal change (viability), lower = more cytotoxic, %;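 whole-well DAPI fluorescence read on a plate reader as a viability signal; minus 50 percent equals half of cells still viable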
# The depositor's hits bear a star.
SMILES,H9c2 TAG inh,H9c2 TAG inh DAPI viability
COc1ccc(S(=O)(=O)c2ccc(OC)cc2)cc1,-16,-3
CC(=O)Nc1ccc(NC(=O)C(C)OC(=O)C23CC4CC(CC(Cl)(C4)C2)C3)cc1 (stereo not drawn),-4,1
Cc1ccc(S(=O)(=O)N(C)CC(=O)Nc2cccc(C)n2)cc1,-14,-2
S=c1nc(-c2cc(Cl)ccc2Cl)[nH][nH]1,0,-8
CCO[C@@H]1OC(C(=O)Nc2ccccc2)=C[C@H](c2csc3ccccc23)[C@H]1CCCO,-14,-3
Cc1ccc2nc(-c3ccsc3)c(NC3CCCC3)n2c1,-15,37
COc1ccccc1NC(=O)C1CCOC1=O (stereo not drawn),-2,11
CCN(C(=O)COC(=O)/C=C/c1cccc(Br)c1)C1CCS(=O)(=O)C1 (stereo not drawn),6,0
Cc1noc(/C=C/c2ccco2)c1S(=O)(=O)N1CCC(C(=O)N2c3ccccc3CC2C)CC1 (stereo not drawn),-19,0
CCN1CCN(C(=O)c2sc3nc(C)nc(N4CCC(C)CC4)c3c2C)CC1,1,7
O=C(c1ccc(OCC2CCCO2)cc1)N1CCN(S(=O)(=O)c2cccc(F)c2)CC1 (stereo not drawn),-5,-2
Cc1cccc(N2CN=c3s/c(=C\c4ccccn4)c(=O)n3C2)c1,-4,-2

# In a second layout: 5 of the compounds above
SMILES	H9c2 TAG inh	H9c2 TAG inh DAPI viability
S=c1nc(-c2cc(Cl)ccc2Cl)[nH][nH]1	0	-8
COc1ccccc1NC(=O)C1CCOC1=O (stereo not drawn)	-2	11
Cc1ccc2nc(-c3ccsc3)c(NC3CCCC3)n2c1	-15	37
CCN(C(=O)COC(=O)/C=C/c1cccc(Br)c1)C1CCS(=O)(=O)C1 (stereo not drawn)	6	0
CCN1CCN(C(=O)c2sc3nc(C)nc(N4CCC(C)CC4)c3c2C)CC1	1	7

# Continued.
SMILES,H9c2 TAG inh,H9c2 TAG inh DAPI viability
COc1ccc(-c2cnc3c(NC(C)=O)cc(-c4ccccc4OC)cn23)cc1OC,2,16
COc1cccc(C(C(=O)NC(C)(C)C)N(C(=O)CCC(=O)Nc2cc(C)on2)C2CC2)c1OC (stereo not drawn),-12,6
NC(N)=NC(N)=NCCc1ccccc1,-5,-4
CC(C)Cc1ccc(-c2cc3nc(NCCc4ccc(S(N)(=O)=O)cc4)ccn3n2)cc1,4,36
CC(=O)Nc1ccc(NC(=O)c2ccc(OCc3c(C)noc3C)cc2)cc1,-3,7
O=C(COC(=O)CCc1nc2ccccc2c(=O)[nH]1)NC1CCS(=O)(=O)C1 (stereo not drawn),-1,-4
CCOC(=O)c1c(NC(=O)COC(=O)c2ccc(O)cc2)sc(C(=O)NC)c1C,-15,-10
Cc1cc(C)c(C#N)c(SCC(=O)N2CCCCC2)n1,-14,4
COCCCN1C(=O)C(=O)/C(=C(/O)c2ccc(OC)cc2)C1c1cccc(OC)c1 (stereo not drawn),-5,-4
O=C(NCc1cccnc1)c1cc(C2CCCCN2S(=O)(=O)c2ccc(F)cc2F)on1 (stereo not drawn),-10,2
Cc1ccc(S(=O)(=O)N2CCOCC2)cc1-c1n[nH]c(=S)n1-c1ccccc1,-4,-3
N#Cc1ccccc1S(=O)(=O)N1CCNS(=O)(=O)c2ccccc21,4,5

# Shown with two lines to a compound: three of the compounds above.
# Order of values – H9c2 TAG inh | H9c2 TAG inh DAPI viability
Cc1cccc(N2CN=c3s/c(=C\c4ccccn4)c(=O)n3C2)c1
→ -4 | -2
COc1ccc(-c2cnc3c(NC(C)=O)cc(-c4ccccc4OC)cn23)cc1OC
→ 2 | 16
COc1cccc(C(C(=O)NC(C)(C)C)N(C(=O)CCC(=O)Nc2cc(C)on2)C2CC2)c1OC (stereo not drawn)
→ -12 | 6

# Following part.
SMILES,H9c2 TAG inh,H9c2 TAG inh DAPI viability
COc1ccc(-c2ccc(CCC(=O)O)n2CC2CCCO2)cc1 (stereo not drawn),11,3
Cc1cc(N/C(=N/S(=O)(=O)c2ccc(F)cc2)c2ccccc2)n(-c2ccccc2)n1,-4,6
O=C(CSCc1cccc(Br)c1)N/N=C/c1ccc2c(c1)OCO2,-19,10
Cc1ccc(C(=O)NC(=S)NCc2cccnc2)cc1C,10,-7
COc1ccc2nc(NC(=O)C3CCCN(S(=O)(=O)c4cccc5nonc45)C3)sc2c1 (stereo not drawn),18,20
O=C(NCCN1CCCC1)c1ccc2c(c1)N(Cc1ccc(F)cc1)C(=O)c1ccccc1S2=O (stereo not drawn),-3,-6
Cc1ccc(NC(=O)COC(=O)C2CC(=O)N(Cc3ccccc3)C2)cc1F (stereo not drawn),11,-10
CCC(C)(C)n1nnnc1C(c1ccc(C)cc1)N(Cc1ccco1)Cc1cccs1 (stereo not drawn),-99,-8
C=C(C)c1cccc(C(C)(C)NC(=O)N2CCOCC2)c1,2,-1
OC1(c2ccc3ccccc3c2)CCN(Cc2ccccc2)C1 (stereo not drawn),-21,11
COc1ccccc1CN1[C@@H](CC(=O)O)c2cc(F)ccc2S1(=O)=O,13,-6
Cc1nn(-c2ccccc2)c(C)c1S(=O)(=O)O,13,-8
Cc1ccc(NC(=O)C2CCN(S(=O)(=O)c3cccs3)CC2)cc1C,-3,11
Cc1cc(=O)[nH]c2c(C)cc(S(=O)(=O)N3CCOCC3)cc12,16,-13
COc1ccccc1-c1cc(NC(C)=O)c2ncc(-c3cccc(C(C)=O)c3)n2c1,-4,13
COc1ccc(NC(C)=O)cc1C,1,0
CCC(CC)N=C1NS(=O)(=O)c2cc([N+](=O)[O-])ccc21,-2,-16
COc1cccc(/C=N/NC(=O)c2nc(-c3ccccc3)cc(-c3ccccc3)n2)c1,19,13
O=c1cc(N2CCN(c3ccccc3)CC2)[nH]c(=O)n1C1CCCCC1,63*,-22*
Nc1nc(NCc2ccco2)nc(Nc2ccccc2)c1[N+](=O)[O-],-9,0
Cc1ccc(OC(F)F)c(NC(=O)Nc2ccc3c(c2)OCO3)c1,8,2
COc1ccc(C)cc1S(=O)(=O)Nc1cccnc1,-6,1
O=C(COC(=O)c1ccccc1C(=O)OCC(=O)NCCc1c[nH]c2ccccc12)NCCc1c[nH]c2ccccc12,22,-8
COc1cc(Cl)ccc1NC(=S)N(CCN1CCOCC1)C1CCN(C(C)=O)CC1,-3,7

# Copied from the list:
# Cc1cc(C)c(C#N)c(SCC(=O)N2CCCCC2)n1 – H9c2 TAG inh: -14
# Cc1cc(N/C(=N/S(=O)(=O)c2ccc(F)cc2)c2ccccc2)n(-c2ccccc2)n1 – H9c2 TAG inh: -4
# COCCCN1C(=O)C(=O)/C(=C(/O)c2ccc(OC)cc2)C1c1cccc(OC)c1 (stereo not drawn) – H9c2 TAG inh DAPI viability: -4

# Carrying on:
SMILES,H9c2 TAG inh,H9c2 TAG inh DAPI viability
CCOc1ncccc1C(=O)Nc1cccc(-c2nnc3n2CCCCC3)c1,2,-6
Cc1cc(C(=O)OCC(=O)Nc2cc(S(=O)(=O)N3CCOCC3)ccc2Cl)c(C)o1,14,4
Cc1nc2ccccc2n1CC(O)COc1ccc(Br)cc1 (stereo not drawn),-9,9
Nc1cc(=O)[nH]c(=O)n1CCc1ccccc1,7,-3
O=C(NCCCN1CCOCC1)c1ccccc1-c1ccccc1,-25,7
c1ccc2nc(N3CCCC3)c(N3CCCCC3)nc2c1,-18,0
COc1ccc(C(=O)C2CCCN(C(=O)c3ccc4cc[nH]c4c3)C2)c(C)c1 (stereo not drawn),-5,6
CC(C)NC(=O)c1c2c(nc3ccccc13)CCCC2,-2,5
Cc1ccccc1OCC(=O)NC(=S)Nc1ccc(N2CCCC2)cc1,-9,12
COc1cccc2c3c(c(=O)[nH]c12)CC(C)(C)O3,4,-3
Cc1ccc(S(=O)(=O)N2CCN(C(=O)c3ccc(COc4ccccc4)o3)CC2)cc1,-25,2
Cc1cc2ncc(S(=O)(=O)C(C)(C)C)c(N)n2n1,-4,4
O=C(CN1CCN(Cc2ccccc2Cl)C1=O)NC1CCCCCC1,-9,6
O=C(COC(=O)c1ccccc1C(=O)N1CCN(c2ccccc2)CC1)NCc1ccccc1,-4,0
CN(C(=O)c1cccc(NC(=O)Cc2ccc(NC(=O)C3CCCN(C(=O)C4CCCC4)C3)cc2)c1)C1CCCC1 (stereo not drawn),2,-9
Cc1ccc(C2=NN(C(=O)CCCC(=O)O)C(c3ccco3)C2)cc1 (stereo not drawn),15,7
CC(C)Oc1ccc(/C(O)=C2/C(=O)C(=O)N(CCCn3ccnc3)C2c2cccnc2)cc1 (stereo not drawn),-13,-2
NC(=N\N=Cc1ccco1)/C(N)=N/N=Cc1ccco1,-10,14
Cc1cc(C)cc(NC(=O)COc2coc(CN3CCc4ccccc4C3)cc2=O)c1,-12,-2
CCCC(C(=O)Nc1ccc2c(C)cc(=O)oc2c1)c1ccccc1 (stereo not drawn),-4,2
Cc1ccccc1C1CC(c2cccs2)=NN1S(C)(=O)=O (stereo not drawn),-4,-5
O=C(COC(=O)Cn1[nH]c(=O)c2ccccc2c1=O)NNC(=O)c1ccc(Br)cc1,-5,3
CCOC(=O)C1=C(C)N=C2c3ccccc3C(=O)C2C1c1ccccc1 (stereo not drawn),-32,-1
CCC1(c2ccccc2)NC(=O)N(Cc2cccc([N+](=O)[O-])c2)C1=O (stereo not drawn),-1,-7
CSc1nc(Oc2cccc(C(F)(F)F)c2)cc(C(F)(F)F)n1,3,1
COc1nnc(-c2ccc(N3CCOCC3)c(NC(=O)C3CCCCC3)c2)c2ccccc12,11,-15
N#Cc1c(/N=C/c2cc3ccccc3s2)sc2c1CCC2,13,-5
CCC(C(=O)NCc1ccccc1OC)c1ccccc1 (stereo not drawn),-13,-3
COc1ccc(NC(=O)CCN=C2NS(=O)(=O)c3ccccc32)cc1S(=O)(=O)N(C)C,-12,0
Cc1onc(-c2ccccc2)c1C(=O)N/N=C(\N)COc1ccc(Cl)cc1,-23,-1
CCNS(=O)(=O)c1ccc(NC(=O)Nc2ccc3c(c2)OCO3)cc1,-28,0
Cn1c(=O)c2c(ncn2CC(=O)OCC(=O)Nc2cccc(Cl)c2)n(C)c1=O,-8,-8
COc1ncccc1-c1nnn(-c2ccc(Cl)c(Cl)c2)n1,15,-3
COc1ccc(-c2nc3ccccc3c(=O)n2NC(=O)c2cccnc2Cl)cc1OC,2,-4
CC(=O)C1=C(C)NC(SCc2cccc([N+](=O)[O-])c2)=C(C#N)C1c1ccco1 (stereo not drawn),14,7
COC(=O)C1=CN(C2CC2)C=C(C(=O)OC)C1c1ccc(C(=O)OC)cc1,-36,36

# Reprinted from the part before: 5 entries; new compounds follow.
SMILES,H9c2 TAG inh,H9c2 TAG inh DAPI viability
Cn1c(=O)c2c(ncn2CC(=O)OCC(=O)Nc2cccc(Cl)c2)n(C)c1=O,-8,-8
COc1ncccc1-c1nnn(-c2ccc(Cl)c(Cl)c2)n1,15,-3
COc1ccc(-c2nc3ccccc3c(=O)n2NC(=O)c2cccnc2Cl)cc1OC,2,-4
CC(=O)C1=C(C)NC(SCc2cccc([N+](=O)[O-])c2)=C(C#N)C1c1ccco1 (stereo not drawn),14,7
COC(=O)C1=CN(C2CC2)C=C(C(=O)OC)C1c1ccc(C(=O)OC)cc1,-36,36
CC1CCCC(C)N1C(=O)COC(=O)CCc1nc2ccccc2c(=O)[nH]1 (stereo not drawn),1,3
Cc1c(F)cccc1NS(=O)(=O)c1ccc2c(c1)NC(=O)CO2,-35,-7
CCOc1cc(CNn2nnnc2N)cc(Cl)c1OCC(=O)NC(C)(C)C,0,-12
N#Cc1cc(Cl)c(N2CCOCC2)cc1C#N,-4,1
CN(C)C(CNC(=O)c1ccc(NS(=O)(=O)c2ccc(F)c(F)c2)cc1)c1ccccc1 (stereo not drawn),-2,-1
O=[N+]([O-])c1ccc(-c2cccnc2)cc1,-7,-11
CN(/N=C/c1ccc(C(C)(C)C)cc1)C1=NCCN1,6,0
Cc1cc(C)c2c(=O)n3c(nc2c1)C(Cc1ccccc1)NC(=O)c1cc2ccccc2cc1-3 (stereo not drawn),18,-10
Cc1occc1-c1nnc(SCC(=O)N(C)CCC#N)n1N,-15,8
CC1CCCCC1NC(=O)NC(=O)COC(=O)c1cncc(Br)c1 (stereo not drawn),8,-8
Cc1cc(C)n(C(=O)CNC(=O)CCc2ccccc2)n1,-74,4
Cc1ccc(C(=O)COC(=O)c2cccs2)cc1,-7,22
Cc1ccc(C(=O)OCC(=O)N2C(C)CCCC2C)cc1S(=O)(=O)N1CCCCC1 (stereo not drawn),-5,-6
CCN(CC)CCCNc1cc(C)nc2cc(-c3cccs3)nn12,14,17
CCOc1ccccc1-n1nnnc1SCC(=O)N1CCCC1=O,7,0
O=C(Cn1ccc(NC(=O)OCc2ccccc2)nc1=O)NCc1ccc2c(c1)OCO2,4,-5
COc1ccc(NC(=O)CN(C)C(=O)CN2C(=O)NC3(CCCCC3)C2=O)cc1,4,1
CC(C)=CCN1CCN(Cc2cnc(N3CCOCC3)s2)CC1CCO (stereo not drawn),-10,-9
O=C(NCCC(=O)N1CCN(C(=O)c2ccco2)CC1)c1ccccc1Cl,4,4
Cc1cc(C)n2nc(SCC(=O)Nc3ccc(F)c(F)c3F)nc2n1,-12,-2
CCOC(=O)C1CCN(C(=O)COc2ccc(Cl)cc2C)CC1,-13,1
Cc1ccnc2nc(C(=O)NC3CCCc4ccccc43)nn12 (stereo not drawn),10,-8
CC1CCN(CCCn2c(=S)[nH]c3ccccc3c2=O)CC1,12,-8
CCN(CC(=O)Nc1ccc(NC(C)=O)cc1)C(=O)c1ccccc1SCc1c(C)noc1C,3,-3
CN1CCC(N(C)C(=O)CCc2nc3ccccc3n2-c2ccccc2)CC1,1,9

# Source: PubChem BioAssay (Sanford-Burnham Center for Chemical Genomics)

# A portion of the library (hit frequency here may not be typical).
